# FN deposit inh = fibronectin deposition inhibition; AH1F fibroblasts, Alexa488-fibronectin deposition fluorescence, overnight; hit rate 0.086% among 350,000; inhibition, % at 12.6 µM;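 active means mean inhibition across replicates of 30% or more, regardless of how many single replicates reach that level; inconclusive means mean under 30% yet at least half of replicates reach 30%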;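 further: positive control wells lacked labelled fibronectin entirely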
#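 Material: AH1F fibroblasts assembling fluorescent fibronectin matrix; amount: 10000 AH1F cells/well; medium: DMEM, 2% serum; reagent: Alexa488-fibronectin, 24 nM final in well; dosing: single compound dose, delivered by pin transfer; incubation: 1 h adhesion, overnight exposure; detection: fluorescence after three HBSS washes, excitation 485 nm, emission 525 nm; measure: fibronectin deposition inhibition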
# LGR2 antag = Drosophila LGR2 receptor signaling inhibition; HEK293 LGR2, CRE-luciferase, bursicon-stimulated, 4 h; inhibition, % at 9.99 µM; hit rate 0.35% among 380,000; AID 720647;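 active means drop in luminescence signal, shown as inhibition above about 50% in the replicate tests, limit read from the data, passing the limit was not always enough; inconclusive means probably only some replicates passing the limit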;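 further: agonist challenge used bursicon conditioned medium at about half maximal strength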
# S100A4 inh HTS = S100A4-myosin IIA interaction inhibition; P26447; S100A4/TAMRA-MyoIIA peptide fluorescence polarization; inhibition, % at 10.7 µM; hit rate 0.14% among 360,000;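 active means mean inhibition of at least 70% across replicates, with every replicate also reaching that level; inconclusive means mean inhibition reaches 70% but some replicates fall short; inactive means mean inhibition below 70%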
# Target sequence (P26447 whole entry, looked up): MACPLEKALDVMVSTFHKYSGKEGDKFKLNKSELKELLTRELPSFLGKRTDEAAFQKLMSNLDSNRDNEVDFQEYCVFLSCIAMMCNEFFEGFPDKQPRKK
#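 Assay system: human S100A4 monomer with TAMRA-labelled myosin IIA peptide / Buffer or medium: Calcium-containing HEPES buffer, pH 7.2 / Reagent: TAMRA-labelled myosin IIA heavy-chain peptide probe, 5 nM / Compound: one dose per compound / Timing: polarization read 5 min after assay mix addition, stable 5–60 min / Benchmarks: neutral control DMSO, positive control TFP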
# PGC1a acetyl inh = PGC1a acetylation modulation, inhibitor mode. U2OS PGC1a acetylation, AlphaScreen anti-acetyl-lysine; with virally co-expressed GCN5 acetyltransferase. inhibition, % at 15.6 µM. hit rate 0.17% among 350,000. AID 651687;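 active means every replicate shows inhibition of at least 40%; inconclusive means mean inhibition at least 40% but some replicate below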;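 further: 0% = neutral control wells and 100% = positive control wells; some results beyond the cut were filed as inactive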
# ERAP1 inh = inhibitors of human ERAP1 aminopeptidase; inhibition, % at 10.7 µM; hit rate 0.15% among 340,000; AID 652197; recombinant ERAP1, Leu-AMC fluorescence, 60 min; Q9NZ08;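 active means mean replicate inhibition of at least 30%, or all replicates individually reaching that 30% level; inactive means mean below 30% and not every replicate reaching it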;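 further: 0% = neutral control wells and 100% = L-leucinethiol positive control wells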
# Target sequence (Q9NZ08 whole entry, looked up): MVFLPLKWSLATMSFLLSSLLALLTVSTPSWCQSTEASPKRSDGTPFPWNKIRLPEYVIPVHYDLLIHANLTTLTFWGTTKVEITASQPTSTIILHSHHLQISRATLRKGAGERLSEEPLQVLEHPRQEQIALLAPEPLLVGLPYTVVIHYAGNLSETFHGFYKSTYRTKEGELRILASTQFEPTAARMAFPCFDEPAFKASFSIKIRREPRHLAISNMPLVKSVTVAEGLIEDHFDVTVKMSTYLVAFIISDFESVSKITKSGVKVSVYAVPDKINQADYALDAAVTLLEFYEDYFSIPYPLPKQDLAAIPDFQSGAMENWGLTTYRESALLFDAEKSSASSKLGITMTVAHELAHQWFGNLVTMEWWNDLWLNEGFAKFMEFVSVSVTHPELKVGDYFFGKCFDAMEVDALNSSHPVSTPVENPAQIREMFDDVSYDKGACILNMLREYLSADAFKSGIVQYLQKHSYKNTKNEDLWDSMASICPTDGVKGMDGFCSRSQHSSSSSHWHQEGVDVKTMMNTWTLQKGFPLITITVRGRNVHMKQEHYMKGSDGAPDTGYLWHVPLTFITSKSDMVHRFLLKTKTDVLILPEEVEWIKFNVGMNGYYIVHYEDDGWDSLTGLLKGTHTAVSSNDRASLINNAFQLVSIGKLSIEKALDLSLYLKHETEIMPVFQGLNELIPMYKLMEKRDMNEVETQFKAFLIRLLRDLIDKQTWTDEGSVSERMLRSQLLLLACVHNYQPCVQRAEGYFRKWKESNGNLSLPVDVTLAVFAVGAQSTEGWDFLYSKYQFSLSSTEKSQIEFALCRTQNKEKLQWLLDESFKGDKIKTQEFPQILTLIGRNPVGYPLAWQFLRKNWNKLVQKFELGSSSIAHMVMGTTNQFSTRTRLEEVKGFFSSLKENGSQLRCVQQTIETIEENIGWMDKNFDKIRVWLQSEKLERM
# PAX8 inh HTS = PAX8 transcriptional activity inhibition. RMG-I TPO-luciferase reporter, SteadyGlo, 24 h. inhibition, % at 12.6 µM. hit rate 1.2% among 360,000. AID 652154;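 active means mean replicate inhibition at least 60% with every replicate also reaching 60%; inconclusive means only one of the two criteria is met; inactive means mean below 60% and not all replicates reaching 60%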;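 further: luciferase light reporting Pax8 driven TPO promoter activity; plate controls were median of neutral control wells for no effect and mitoxantrone controls for full effect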
# PglD DTNB = PglD (C. jejuni) enzyme inhibition; inhibition, % at 12.5 µM; purified PglD enzyme, DTNB colorimetric CoA detection; hit rate 0.098% among 360,000; in the data active means inhibition above about 16%, passing the limit was not always enough; inconclusive means no clear call, values can overlap the other calls; further: strong numbers were not always called active
# EWS-Fli inh = blocks EWS/Fli oncoprotein-driven transcription | A673 NR0B1-luciferase reporter, viability-normalised | inhibition, % at 12.6 µM | hit rate 0.67% among 350,000 | AID 651661;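 active means mean inhibition of at least 50% after viability correction, with every replicate also passing that limit; inconclusive means mean reaches 50% but only one of two replicates passes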;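 further: firefly luciferase signal divided by Alamar Blue viability fluorescence both relative to DMSO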
# An asterisk follows results filed as active; ? = inconclusive; . = not tested or not shown; & = joins results of further samples; ! = not active in a repeat.
SMILES	FN deposit inh	LGR2 antag	S100A4 inh HTS	PGC1a acetyl inh	ERAP1 inh	PAX8 inh HTS	PglD DTNB	EWS-Fli inh
Cc1ccc(S(=O)(=O)Nc2ccc3c(c2)C(=O)N([C@@H](C)CO)C[C@@H](C)[C@@H](CN(C)C(=O)c2ccncc2)OCCCC[C@H](C)O3)cc1	5.9	1.7	.	-12.7	.	-2.2	0.1	-2.5
Cc1onc(-c2ccccc2Cl)c1C(=O)OCC(=O)N1CCN(c2ccccc2)CC1	.	-1.3	-0.1	4.9	-3.2	11.2	-2.3	0.2
C[C@H]1CCCCO[C@H](CN(C)C(=O)Nc2ccc(F)cc2)[C@@H](C)CN([C@@H](C)CO)C(=O)c2cc(NS(=O)(=O)c3ccc(F)cc3)ccc2O1	2.3	11.6	.	4.2	.	66.9*	0.1	17.0
CN(C(=O)c1ccco1)c1nc2c(s1)CCCC2	0.1	.	.	-0.4	.	-76.2	1.5	.
O=C(Nc1ccc(C(=O)NCCCN2CCCCC2)cc1)C1=CSCCO1	8.6	-12.5	-6.1	.	0.3	-6.0	2.9	.
C=CCn1c(SCC(=O)NC2CCCC2)nnc1-c1cccnc1	2.2	14.4	46.3	.	2.2	9.5	-0.6	2.0
COC(=O)c1cccc(CSc2nnc(C)s2)c1	3.9	.	.	6.6	.	-59.6	-2.5	.
O=C(Nc1ccc(Cl)c(Cl)c1)Nc1ccccc1O	-2.5	-44.1	-3.6	-0.3	-5.1	-207.0	-3.1	-94.9
O=C(/C=C/c1ccc(F)cc1)N1CCN(c2ncccn2)CC1	0.3	-29.7	-5.8	-1.2	1.8	-22.6	.	-28.3
Cc1ccc(C2=NN=C(NC(=O)CSc3nc(C)cc(C)n3)SC2)cc1	-15.6	36.2	-5.3	.	0.4	76.0*	.	?

SMILES	FN deposit inh	LGR2 antag	S100A4 inh HTS	PGC1a acetyl inh	ERAP1 inh	PAX8 inh HTS	PglD DTNB	EWS-Fli inh
C[C@H]1CN([C@@H](C)CO)C(=O)c2cc(NC(=O)C3CC3)ccc2O[C@@H]1CN(C)Cc1ccncc1	.	6.4	4.0	-7.0	0.4	-2.4	-3.4	10.8
O=C(NC1CC1)C1=C[C@@H](c2ccc(Br)cc2)C[C@@H](OCc2ccc(CO)cc2)O1	-3.0	8.6	-9.9	.	.	-17.7	-3.1	-12.2
CCCC(=O)Nc1ccc2c(c1)C(=O)N(C)[C@@H]1CC[C@@H](CC(=O)N3CCCCC3)O[C@H]1CO2	1.4	6.3	3.5	3.4	-4.7	4.3	2.7	-5.2
CN(C)S(=O)(=O)Oc1ccc(Cl)cc1C(=O)Nc1cccc(C(F)(F)F)c1	-15.7	.	.	-3.3	.	14.8	-7.3	.
COc1ccc(CCn2c(C)cc(C(=O)CN3C(=O)C(=O)N(C4CCCC4)C3=O)c2C)cc1OC	-3.8	-9.2	-1.7	.	0.8	-1.8	0.7	-3.6
COc1cccc(-c2c(C#N)c(SC)nc3cc(C)nn23)c1	10.4	-12.9	-0.1	.	2.7	-14.8	.	-4.5
O=C(COC(=O)c1ccc([N+](=O)[O-])s1)NC(=O)NCc1ccccc1	-1.5	.	3.2	1.6	0.3	7.7	30.5*	0.1
CCC(C)(C)NC(=O)COc1ccc(C(=O)c2ccccc2)cc1	1.1	-29.7	-2.1	.	-2.9	-38.4	.	-2.5
Cc1cc(Cl)ccc1OC(C)C(=O)NN1C(=O)c2ccccc2C1=O (stereo unspecified)	0.4	-7.1	-1.5	.	-1.1	-1.9	1.0	-2.6
COc1ccccc1NC(=O)Cc1noc(CSc2nnc(C(F)(F)F)n2C)n1	-3.9	-21.1	-2.9	.	3.8	-3.8	.	8.3

SMILES	FN deposit inh	LGR2 antag	S100A4 inh HTS	PGC1a acetyl inh	ERAP1 inh	PAX8 inh HTS	PglD DTNB	EWS-Fli inh
C[C@@H]1CN([C@H](C)CO)S(=O)(=O)c2ccc(/C=C/c3ccccc3)cc2O[C@@H]1CN(C)C(=O)c1ccc2c(c1)OCO2	.	0.7	-22.0	2.2	1.2	.	-0.2	12.2
COc1cc2cc(CN(CCCN3CCOCC3)C(=O)Nc3ccccc3F)c(=O)[nH]c2cc1OC	-2.9	-27.9	-2.8	-4.8	3.9	-12.2	.	16.8
CCOC(=O)COc1ccccc1/C=N/Nc1nnc2c3ccccc3n(C)c2n1	6.4	-8.3	-2.6	12.7	2.9	-20.3	-6.3	-2.3
C[C@@H]1CN([C@H](C)CO)C(=O)c2cc(NC(=O)Nc3ccccc3)ccc2O[C@@H]1CN(C)S(C)(=O)=O	.	25.5	-41.1	-1.8	0.3	-2.4	-3.4	-9.2
COc1cccc(C(=O)N2C[C@H]3[C@@H](c4ccccc42)[C@@H](CO)N3C(=O)NC(C)C)c1	.	9.2	.	-5.9	.	-10.5	4.3	4.8
C[C@@H]1CCCCO[C@H](CN(C)CC2CC2)[C@H](C)CN([C@@H](C)CO)C(=O)c2cc(NC(=O)Nc3cccc4ccccc34)ccc2O1	.	3.3	.	-39.6	.	1.0	0.0	-2.7
S=C(NCc1ccccc1)NCc1ccccc1Cl	.	11.9	-0.1	-15.4	1.9	-19.2	0.2	-6.5
COCC(=O)Nc1ccc2c(c1)OC[C@@H](C)N(Cc1cccc(F)c1)C[C@@H](C)[C@H](OC)CN(C)C2=O	15.2	0.4	-2.2	-5.2	0.5	.	-0.3	0.0
Cc1ccc(-c2cc(C(=O)Nc3cccc(S(=O)(=O)N(C)C)c3)c3ccccc3n2)o1	7.9	-9.5	-5.3	-7.3	-1.6	-38.2	-1.5	-6.7
CC(=O)N1CC2(C1)[C@@H](c1ccc(-c3ccccc3C)cc1)[C@@H](CO)N2C(=O)CC1CC1	.	5.3	-10.5	-2.3	-1.2	-8.8	.	0.7

SMILES	FN deposit inh	LGR2 antag	S100A4 inh HTS	PGC1a acetyl inh	ERAP1 inh	PAX8 inh HTS	PglD DTNB	EWS-Fli inh
CCC1COCCS(=O)(=O)N1Cc1cccc(Cl)c1 (stereo unspecified)	-9.6	13.3	-1.1	-12.9	4.9	2.9	-2.9	-8.5
COc1cccc(-c2ccc(C3[C@H]4CNC[C@@H]3N4Cc3ccc(F)cc3)cc2)c1 (stereo partly specified)	-12.2&-1.4	-14.0&-6.3	-21.2&-17.9	-8.6&-47.8	-0.5&0.6	-1.3&-27.8	.	62.8*!
Nc1nc(N2CCOCC2)n[nH]1	-1.9	10.1	-2.5	8.9	-0.6	-23.8	.	-23.9
COc1ccc(C2=CC(=O)C[C@H](c3ccc4c(c3)OCO4)C2)cn1	9.8	-5.6	8.4	2.2	-1.2	-2.1	-1.0	2.4
Nc1ccccc1SC(CC(=O)c1ccccc1)c1ccc([N+](=O)[O-])cc1 (stereo unspecified)	.	-113.5	0.6	1.7	-1.3	-113.4	-1.4	-52.2
O=C(NCc1ccncc1)C(=O)N/N=C/c1ccc(OCc2ccccc2)cc1	12.3	-16.3	-0.6	.	-1.3	-6.7	.	-37.6
CCCS(=O)(=O)c1cnc(C2COc3ccccc3O2)nc1N (stereo unspecified)	-1.4	94.5*	3.4	.	-3.8	59.8	7.8	85.5*
COc1ccc2nc(N)sc2c1	6.7	-7.3	.	-1.1	.	.	8.9	.
Cc1cc(C)cc(C(=O)NCC(=O)OCC(=O)NC2CC2)c1	1.8	2.0	-2.2	2.9	-3.8	0.1	-1.1	0.7
Brc1ccc(-c2nnc3sc(CN4CCN(c5ccccc5)CC4)cn23)cc1	.	-2.5	-0.3	-2.8	-4.6	.	4.0	11.6

SMILES	FN deposit inh	LGR2 antag	S100A4 inh HTS	PGC1a acetyl inh	ERAP1 inh	PAX8 inh HTS	PglD DTNB	EWS-Fli inh
O=C(O)c1cn(C2CCCCC2)c2ccccc2c1=O	-6.6	-12.6	0.8	3.0	.	1.1	-6.4	8.3
CC(C)(C)OC(=O)NCCCCCNC(=O)c1nc[nH]c1C(=O)NCCCCCNC(=O)OC(C)(C)C	-21.6	101.6*	-1.6	-10.5	3.3	41.2	-0.9	29.3
CO[C@H]1CN(C)C(=O)c2cc(NC(=O)C3CC3)ccc2OC[C@@H](C)N(Cc2cccc(F)c2)C[C@H]1C	-0.6	7.3	3.4	20.9	1.1	23.3	-2.1	3.0
CCOc1ccccc1NC(=S)N(CCC(C)C)C1CCN(C(C)=O)CC1	10.5	-10.3	-4.8	-1.4	.	-12.1	-6.9	11.1
COc1ccc(OC)c(-c2csc(NC(=O)CSc3nnnn3C)n2)c1	-1.7	-2.4	-10.4	.	2.1	-14.6	.	-0.9
CCc1ccc(C(=O)Nc2cccc(-c3nn[nH]n3)c2)s1	-10.2	20.0	-1.4	6.4	-19.3	.	1.7	-3.1
CO[C@H]1CC[C@H]2CCN(C)C(=O)[C@H](C)[C@@H](OC)CN(C)C(=O)c3cccc(C#N)c3OC[C@@H]1O2	-20.3	4.6	6.3	16.3	0.5	-9.0	2.0	-3.3
COc1ccc(NS(=O)(=O)c2ccc(Cl)c(NC(=O)c3cccnc3Cl)c2)cc1	12.4	-31.1	4.4	-15.1	-3.1	1.0	0.5	2.1
COc1ccc(NC(=O)CSc2nnc(-c3ccoc3C)n2CCc2ccccc2)cc1	-2.4	.	.	-0.2	.	5.6	-6.9	.
CCOC(=O)C1=C(C)OC(N)=C(C#N)C1c1ccc(OC)c(C)c1OC (stereo unspecified)	3.0	.	.	-8.9	.	12.4	3.2	.

SMILES	FN deposit inh	LGR2 antag	S100A4 inh HTS	PGC1a acetyl inh	ERAP1 inh	PAX8 inh HTS	PglD DTNB	EWS-Fli inh
CCCc1ccc(Oc2coc3cc(OCC(=O)Nc4ccccc4C)ccc3c2=O)cc1	-10.0	18.5	3.1	1.1	7.3	29.3	3.2	9.9
Cc1ccc(N(Cc2ccco2)C(=O)c2ccc(N3CCCCC3)c([N+](=O)[O-])c2)cc1	3.2	4.9	-1.3	-22.7	8.6	-10.4	-4.3	-10.0
COC(=O)CSCC(=O)Nc1nnc(-c2cccc(C)c2)s1	6.4	-8.6	4.3	.	-0.9	-7.7	.	11.4
O=C(Cn1cnc2ccccc21)Nc1cccc([N+](=O)[O-])c1	0.4	4.3	-11.6	.	0.9	-2.0	.	10.4
O=C(CN1CCN(c2ccccc2F)CC1)N1CCc2ccccc21	0.2	1.8	0.8	.	0.0	-15.4	3.7	-13.2
O=C1NC[C@H](Cc2ccccc2)N(C[C@@H]2CCCN2C[C@H](Cc2ccccc2)N2C[C@H](Cc3ccc(O)cc3)N(CCc3ccccc3)C(=O)C2=O)C1=O	-1.4	3.4	-3.9	.	4.2	12.6	.	33.8
CC(C)NC(=O)N(C)C[C@H]1Oc2cc(C3=CCCCC3)ccc2S(=O)(=O)N([C@H](C)CO)C[C@@H]1C	5.9	0.1	1.9	1.7	3.5	.	-0.4	-4.7
CC(C)c1ccc(CSc2ccc(S(=O)(=O)N3CCOCC3)cn2)cc1	-17.3	-19.0	-4.0	-5.5	-0.4	4.3	-1.9	4.3

# 2 records drawn at random from those above:
SMILES	FN deposit inh	LGR2 antag	S100A4 inh HTS	PGC1a acetyl inh	ERAP1 inh	PAX8 inh HTS	PglD DTNB	EWS-Fli inh
O=C(CN1CCN(c2ccccc2F)CC1)N1CCc2ccccc21	0.2	1.8	0.8	.	0.0	-15.4	3.7	-13.2
COC(=O)CSCC(=O)Nc1nnc(-c2cccc(C)c2)s1	6.4	-8.6	4.3	.	-0.9	-7.7	.	11.4
